Keap1-Nrf2 PPI = disrupts human Keap1 binding to Nrf2 peptide; Q14145; AID 504523; 340,000 tested, 0.15% active; Keap1 Kelch-Nrf2 peptide fluorescence polarization, 1536-well; inhibition, % at 9.4 µM; in the data active = inhibition above about 12%;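 also: human Keap1 Kelch domain with fluorescein labeled Nrf2 9mer peptide probe; 0% = neutral control wells and 100% = peptide positive control; higher means more block of Keap1 binding to Nrf2 peptide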
Target sequence (Q14145 whole entry, looked up, the tested form may be a part): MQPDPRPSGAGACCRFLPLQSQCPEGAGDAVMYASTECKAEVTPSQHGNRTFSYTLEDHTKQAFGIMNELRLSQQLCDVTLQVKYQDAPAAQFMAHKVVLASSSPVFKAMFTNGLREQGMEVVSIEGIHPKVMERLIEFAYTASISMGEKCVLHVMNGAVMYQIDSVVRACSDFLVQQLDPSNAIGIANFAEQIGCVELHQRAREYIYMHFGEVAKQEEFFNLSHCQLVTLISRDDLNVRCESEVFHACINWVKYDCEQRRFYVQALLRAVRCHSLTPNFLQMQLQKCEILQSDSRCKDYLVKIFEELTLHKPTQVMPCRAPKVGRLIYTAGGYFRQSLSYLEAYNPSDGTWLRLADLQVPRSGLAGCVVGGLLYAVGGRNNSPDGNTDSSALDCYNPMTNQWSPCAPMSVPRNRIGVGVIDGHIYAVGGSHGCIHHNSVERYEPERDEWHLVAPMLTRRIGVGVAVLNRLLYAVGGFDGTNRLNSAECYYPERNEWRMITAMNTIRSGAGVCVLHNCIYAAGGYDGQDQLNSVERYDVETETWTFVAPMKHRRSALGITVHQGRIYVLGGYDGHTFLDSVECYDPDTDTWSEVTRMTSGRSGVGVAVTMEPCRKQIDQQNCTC
DAGLB inh = blocks human DAGLB lipase activity. Q8NCG7. HEK293T DAGLB membrane lysate, EnzChek fluorogenic substrate. inhibition, % at 5.17 µM. 340,000 tested, 0.059% active. AID 504411; in the data active = inhibition above about 34%;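 also: 0% = enzyme with vehicle and 100% = wells lacking enzyme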
LANA DNA inh = KSHV C-LANA DNA binding inhibition; inhibition, % at 9 µM; 340,000 tested, 0.078% active; MBP-C-LANA/FAM-LBS DNA binding, fluorescence polarization;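 active = highest replicate inhibition at or above 60% at 9 µM, even if other replicates fall short; inactive = all replicates below 60% inhibition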;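 also: 0% = neutral control wells and 100% = 4 µM acridine orange control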
Arrestin-AP2 inh = inhibitors of human beta-arrestin and AP2 interaction; AID 504490; 340,000 tested, 0.31% active; FITC-arrestin peptide / GST-AP2 beads, flow cytometry; AP2 beta2 appendage carries R879A mutation; inhibition, % at 10 µM;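 active = inhibition above a set limit, near 3 SD of compounds lacking own fluorescence, cut at about 54% in these data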;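 also: plate controls were DMSO wells for no effect and 5 µM unlabelled arrestin peptide for full effect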
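System: GST-tagged AP2 beta2-adaptin appendage (R879A) on 4 µm glutathione beads / Reagent: FITC-arrestin peptide, 50 nM / Detection: HyperCyt-sampled flow cytometry, FL1 channel, ex 488/em 535 nm / Timing: 12 min plus 1 h, RT / Buffer or medium: PBS plus Tween 20 (0.05%) and BSA (0.1%)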
NSD2 inh = inhibitors of human histone methyltransferase NSD2; 310,000 tested, 0.54% active; NSD2 peptide methylation, AlphaScreen, 120 min; inhibition, % at 12.5 µM; in the data active = inhibition above about 50%
SR-BI DiI-HDL act = SR-BI HDL lipid transfer activation | 320,000 tested, 0.096% active | activation, % at 12.5 µM | CHO ldlA[mSR-BI] cells, DiI-HDL uptake fluorescence, 3 h; 100 = double the neutral-control signal;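 active = mean replicate activation of at least 60% and every replicate at or above 60%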;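 also: 0% = median plate neutral-control signal and 100% = twice that signal; values of inactives mirror those of a sister screen read the other way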
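Test system: SR-BI-overexpressing, LDLR-lacking CHO cells; Medium: Ham's F12 with 0.5% BSA, HEPES 25 mM, pH 7.4; Schedule: 3 h, 37 °C; Technique: bottom-read fluorescence, 550/595 nm.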
RTF Ca sens inh = cardiac RTF calcium desensitization | P19429+P45379 | AID 493244 | IANBD-labeled cardiac RTF, Ca2+ fluorescence | inhibition, % at 7.15 µM | 340,000 tested, 0.12% active;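 active = inhibition above the mean inhibition of all tested compounds plus 3 SD, cut at about 17% in these data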;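 also: assay run at fixed EC70 calcium of 1.6 mM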
PvdQ inh = P. aeruginosa PvdQ acylase inhibition. 340,000 tested, 0.063% active. purified PvdQ acylase, fluorescence plate reader. AID 488965. inhibition, % at 10 µM; in the data active = inhibition above about 30%, passing the limit was not always enough;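 also: 0% = vehicle neutral wells and 100% = reference inhibitor wells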
SR-BI HDL uptake = mouse SR-BI HDL lipid transfer inhibition. inhibition, % at 12.5 µM. 320,000 tested, 0.96% active. AID 488896. ldlA[mSR-BI] CHO cells, DiI-HDL uptake fluorescence, 3 h;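 active = mean replicate inhibition of at least 70% and a set share of replicates each scoring 70 or more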;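 also: 0% = median of neutral control wells and 100% = median of positive control wells; values of inactives mirror those of a sister screen read the other way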
PKA-R2B act = PKA-R2B complex activation. P22694+P31323. PKA-R2B holoenzyme dissociation, Cy5-IP20 fluorescence polarization; R2B truncated from residue 108, S112A mutant; 0% DMSO only, 100% 113 µM cGMP. activation, % at 11.4 µM. 340,000 tested, 0.079% active. AID 504700;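 active = activation above a cutoff set at the mean over all compounds plus 3 SD, cut at about 18% in these data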;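 also: higher means more holoenzyme dissociation and a rise in polarization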
Target sequence (P31323 whole entry, looked up, other chains not shown, the tested form may be a part): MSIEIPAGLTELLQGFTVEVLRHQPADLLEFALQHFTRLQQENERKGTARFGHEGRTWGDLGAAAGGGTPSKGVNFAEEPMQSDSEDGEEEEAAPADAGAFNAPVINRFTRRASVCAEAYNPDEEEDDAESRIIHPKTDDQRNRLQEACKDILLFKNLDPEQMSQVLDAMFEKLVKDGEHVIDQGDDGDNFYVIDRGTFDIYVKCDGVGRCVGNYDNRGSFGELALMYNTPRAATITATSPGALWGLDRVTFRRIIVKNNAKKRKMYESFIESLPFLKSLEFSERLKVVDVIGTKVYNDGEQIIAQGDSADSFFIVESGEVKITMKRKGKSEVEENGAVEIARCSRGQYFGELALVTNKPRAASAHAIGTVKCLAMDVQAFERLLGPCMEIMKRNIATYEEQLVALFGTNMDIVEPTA
An asterisk follows results filed as active; / = not tested or not shown.

smiles,PKA-R2B act,SR-BI DiI-HDL act,Arrestin-AP2 inh,NSD2 inh,RTF Ca sens inh,SR-BI HDL uptake,Keap1-Nrf2 PPI,DAGLB inh,LANA DNA inh,PvdQ inh
CC(C)CN(C(=O)COC(=O)CNC(=O)c1ccccc1F)c1c(N)n(Cc2ccccc2)c(=O)[nH]c1=O,10,17,4,3,7,-17,-4,-3,-0.8,-16
Cc1n[nH]c(=O)c2c(NC(=O)CSc3nc4ccccc4c(=O)n3-c3ccc(OC(F)F)cc3)oc(C)c12,9,-13,-7,-1,-9,13,-5,2,0.0,-16
COC(=O)C1=C(CCc2ccccc2)NC(=O)NC1c1ccc([N+](=O)[O-])cc1 (stereo not drawn),7,-17,1,/,-8,17,0,2,0.3,-16
COCCNC(=O)c1cc2nc(-c3ccccc3)cc(C)n2n1,-8,20,16,0,-7,-20,-3,-1,-0.7,34*
CC1CCN(CCC(=O)Nc2ccccc2)CC1,0,5,7,51*,-4,-5,6,0,1.7,-8
O=C(c1cncc(Br)c1)N1CCN(S(=O)(=O)c2ccc(Cl)cc2)CC1,-1,/,13,0,-28,/,-1,3,-1.5,-10
C/C(CC1CC2=C(CC1(C)C)C(C)(C)CCC2)=N\NC(N)=S (stereo not drawn),8,-61,12,1,-3,61,-4,-4,1.3,7
CCCCCC(=O)N1CC2(CC(c3cccc(NC(=O)[C@@H]4CCC(=O)N4)c3)=NO2)C[C@@H]1C(N)=O (stereo partly drawn),-1,18,-2,/,-21,-18,-1,-1,2.2,-1

Some values from the entries so far:
Entry for CC(C)CN(C(=O)COC(=O)CNC(=O)c1ccccc1F)c1c(N)n(Cc2ccccc2)c(=O)[nH]c1=O in SR-BI HDL uptake: -17
Entry for CC1CCN(CCC(=O)Nc2ccccc2)CC1 in PKA-R2B act: 0
Entry for CCCCCC(=O)N1CC2(CC(c3cccc(NC(=O)[C@@H]4CCC(=O)N4)c3)=NO2)C[C@@H]1C(N)=O (stereo partly drawn) in Arrestin-AP2 inh: -2
Entry for COC(=O)C1=C(CCc2ccccc2)NC(=O)NC1c1ccc([N+](=O)[O-])cc1 (stereo not drawn) in DAGLB inh: 2
Entry for C/C(CC1CC2=C(CC1(C)C)C(C)(C)CCC2)=N\NC(N)=S (stereo not drawn) in DAGLB inh: -4

Other results follow.
smiles,PKA-R2B act,SR-BI DiI-HDL act,Arrestin-AP2 inh,NSD2 inh,RTF Ca sens inh,SR-BI HDL uptake,Keap1-Nrf2 PPI,DAGLB inh,LANA DNA inh,PvdQ inh
COC(=O)c1c(CCl)noc1C(=O)NC(C)C,4,6,-1,/,-5,-6,4,1,0.2,4
COc1ccc(-c2nnc(NC(=O)CSc3ccccc3)s2)cc1OC,-3,-6,0,-2,-1,6,-5,0,-3.5,12
Cc1ccc2nc(NC(=O)C3CCN(S(=O)(=O)c4cnc[nH]4)CC3)sc2c1,-6,40,11,-1,9,-40,-8,0,0.9,6
O=C(Nc1ccccc1)Nc1cccc2cccnc12,3,-39,-1,0,-19,39,-5,-6,-0.3,-16
CC(C)c1ccc(S(=O)(=O)NC2CCS(=O)(=O)C2)cc1 (stereo not drawn),-6,10,9,-1,-5,-10,4,-4,-8.4,8
O=C(NCCCN1CCCC1=O)c1ccc(Cl)c(Cl)c1,11,3,-14,-4,-3,-3,-2,-1,-0.2,-15
CN(C)/C=C/C(=O)c1ccc2noc(-c3cccc(F)c3)c2c1,-13,-37,12,2,-2,37,-3,13,2.7,-2
CC(=O)Nc1ccc(NC(=O)C(C)OC(=O)c2cccs2)cc1 (stereo not drawn),9,8,4,3,-1,-8,0,0,0.4,-6
CCc1nc(SCC(=O)Nc2ccc(N(C)C)cc2)n[nH]1,-13,17,-1,1,-4,-17,1,5,0.1,-10
COC(=O)CCC(=O)NC1CC(C)(C)Cc2c1cnn2-c1ccccc1 (stereo not drawn),-5,-10,-6,2,-3,10,-2,0,-0.5,-8
CCN=C1SC(C(=O)Nc2cccc(Br)c2)CC(=O)N1CC (stereo not drawn),1,-56,7,-1,-12,56,-4,-5,0.0,-12
COC(=O)C(C)Oc1ccc2c(-c3cccc([N+](=O)[O-])c3)cc(=O)oc2c1 (stereo not drawn),-4,-14,-6,2,-5,14,-1,0,0.3,-3
CCn1ccc(C(=O)Nc2ccccc2Cl)n1,0,12,7,-2,-15,-12,-4,-4,-0.4,4
CC(Oc1ccc2c3c(c(=O)oc2c1)CCC3)C(=O)NCc1cccnc1 (stereo not drawn),-5,-6,-7,2,-4,6,-5,-1,1.3,-12
Cc1ccc(S(=O)(=O)N2CCCC2C(=O)Nc2nccs2)cc1 (stereo not drawn),-5,21,25,-2,2,-21,-2,-4,0.6,4
O=C1NC2(CCCCCC2)C(=O)N1Cc1ccccc1Cl,12,10,2,-1,-9,-10,-2,0,1.8,-15

Part of the list above, with values under each structure.
Second line of a record – PKA-R2B act | SR-BI DiI-HDL act | Arrestin-AP2 inh | NSD2 inh | RTF Ca sens inh | SR-BI HDL uptake | Keap1-Nrf2 PPI | DAGLB inh | LANA DNA inh | PvdQ inh
- CCn1ccc(C(=O)Nc2ccccc2Cl)n1
  0 | 12 | 7 | -2 | -15 | -12 | -4 | -4 | -0.4 | 4
- CC(Oc1ccc2c3c(c(=O)oc2c1)CCC3)C(=O)NCc1cccnc1 (stereo not drawn)
  -5 | -6 | -7 | 2 | -4 | 6 | -5 | -1 | 1.3 | -12

Next part.
smiles,PKA-R2B act,SR-BI DiI-HDL act,Arrestin-AP2 inh,NSD2 inh,RTF Ca sens inh,SR-BI HDL uptake,Keap1-Nrf2 PPI,DAGLB inh,LANA DNA inh,PvdQ inh
Cc1cc([N+](=O)[O-])ccc1NC(=O)C(C)NC1CCCCC1 (stereo not drawn),-1,-1,27,0,-3,1,0,-1,-1.0,8
Cc1cc(C)cc(NC(=O)C(Sc2ncnc3ccccc23)c2ccccc2)c1 (stereo not drawn),-6,-16,28,-3,-4,16,-3,-4,-0.6,7
CCCCC(O)(CCCC)C(=O)NN(C(=O)OC)c1ccc(C)cc1,-6,-2,42,-1,2,2,3,-2,11,-1
CC(C)CCNC(=O)CCCCn1c(=O)[nH]c2ccsc2c1=O,-6,/,5,-1,-2,/,-6,-1,-2.3,-14
CCC(=O)c1ccc(N2CCN(C(=O)c3ccc(Br)cc3)CC2)c(F)c1,-8,-13,20,1,0,13,0,2,-1.1,7
O=c1[nH]c(CN2CCN(S(=O)(=O)c3ccc(Cl)cc3)CC2)nc2cc(Cl)ccc12,3,13,34,0,2,-13,-4,2,-0.5,4
C/C(=N\NC(=O)C1CC1)c1cccs1,-6,-5,0,-2,-3,5,-8,1,-0.6,24
CC(=O)c1cccc(NC(=O)C(Sc2ncnc3ccccc23)c2ccccc2)c1 (stereo not drawn),-12,23,24,-1,1,-23,-6,2,-1.8,1
CC1(C)SCC(C(=O)O)NC1=O (stereo not drawn),3,6,-4,0,-14,-6,1,1,-1.1,-5
CC1(C)CC(=O)c2sc(N3CCCCC3)nc2C1,-6,12,12,0,-1,-12,2,1,-2.1,8
O=C(O)c1ccccc1C(=O)Nc1ccc(Br)c(C(F)(F)F)c1,-8,-1,3,-1,1,1,-1,2,-1.0,-8
CCS(=O)(=O)c1ccc(-c2csc(-c3ccccc3Cl)n2)c(Cl)c1Cl,4,10,13,3,0,-10,0,-1,0.8,20
CCOc1ccc(N(CC(=O)NC2CCCCCC2)S(=O)(=O)c2c(C)noc2C)cc1,0,18,2,/,2,-18,-5,-3,-1.3,-2
Cc1cccc(-c2nnc(NC(=O)c3ccc(N4C(=O)CCC4=O)cc3)s2)c1,-12,-60,0,/,-6,60,-3,10,-0.9,-11
O=C(NC1CC1)C1CCN(C2CCN(C(=O)c3ccc(C(F)(F)F)cc3)CC2)CC1,-1,-4,34,-1,-2,4,-3,5,-1.0,-3
Cc1cc(C)n(CC(=O)NC2CCCCC2C)c(=O)c1C#N (stereo not drawn),-6,24,6,10,10,-24,1,-3,0.6,-3

Part of the list above in order of SMILES length, lowest first.
smiles,PKA-R2B act,SR-BI DiI-HDL act,Arrestin-AP2 inh,NSD2 inh,RTF Ca sens inh,SR-BI HDL uptake,Keap1-Nrf2 PPI,DAGLB inh,LANA DNA inh,PvdQ inh
CC1(C)SCC(C(=O)O)NC1=O (stereo not drawn),3,6,-4,0,-14,-6,1,1,-1.1,-5
Cc1cc(C)n(CC(=O)NC2CCCCC2C)c(=O)c1C#N (stereo not drawn),-6,24,6,10,10,-24,1,-3,0.6,-3
Cc1cccc(-c2nnc(NC(=O)c3ccc(N4C(=O)CCC4=O)cc3)s2)c1,-12,-60,0,/,-6,60,-3,10,-0.9,-11

More records.
smiles,PKA-R2B act,SR-BI DiI-HDL act,Arrestin-AP2 inh,NSD2 inh,RTF Ca sens inh,SR-BI HDL uptake,Keap1-Nrf2 PPI,DAGLB inh,LANA DNA inh,PvdQ inh
Cc1cccc2c(C(=O)O)c3c(nc12)CCCCC3,-1,-12,0,15,-3,12,-1,-4,1.9,-18
C=CCOC(=O)C1=C(C)NC(SCC(=O)Nc2nccs2)=C(C#N)C1c1cccs1 (stereo not drawn),-1,-35,-14,-1,3,35,4,-3,-1.1,-1
COc1ccc([N+](=O)[O-])cc1NC(=O)C1(c2ccc(OC)c(OC)c2)CCOCC1,/,-7,-9,-2,/,7,2,/,0.6,-2
Cc1ccc(N2C(=O)C3NN=C(C(=O)OCc4ccccc4)C3C2=O)cc1 (stereo not drawn),5,13,6,15,-6,-13,-8,-4,-0.5,10
CCC(=O)Nc1cc(C)c(NC(=O)CCc2ccccc2)cn1,-2,-3,38,3,-10,3,-3,1,9.8,2
CSc1ccccc1NC(=S)NC1CCCC1,4,-11,-11,1,-6,11,-2,2,0.5,-3
CC1CC(C)CN(C(=O)CCNS(=O)(=O)c2ccc3c(c2)CCC(=O)N3)C1 (stereo not drawn),-6,-3,7,-2,-3,3,3,0,-1.2,-17
O=C(OCC(=O)c1ccc(Cl)s1)c1cncc(Br)c1,-6,18,2,-1,-4,-18,-3,-1,-5.0,-12
Cc1cc2c(cc(C(=O)OC(C)C(=O)NCc3ccc(F)cc3)n2C)o1 (stereo not drawn),0,2,26,-24,3,-2,2,0,2.0,3

Screening data from PubChem BioAssay.
